mcGAS lum: inhibitors of mouse cGAS | inhibition, % at 12.5 µM | Q8C6L5 | recombinant cGAS, Kinase-Glo ATP depletion luminescence | AID 1259399 | actives 0.15% (n = 160,000);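 also: 0% = negative control wells and 100% = reference inhibitor with no enzyme activity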
hcGAS inh: blocks human cGAS activity. recombinant h-cGAS, ATP depletion, Kinase-Glo luminescence. actives 0.081% (n = 290,000). inhibition, % at 12.5 µM. AID 1259398. Q8N884;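 also: 0% = vehicle reaction and 100% = reaction without DNA for no activity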
Target sequence (Q8N884 whole entry, looked up): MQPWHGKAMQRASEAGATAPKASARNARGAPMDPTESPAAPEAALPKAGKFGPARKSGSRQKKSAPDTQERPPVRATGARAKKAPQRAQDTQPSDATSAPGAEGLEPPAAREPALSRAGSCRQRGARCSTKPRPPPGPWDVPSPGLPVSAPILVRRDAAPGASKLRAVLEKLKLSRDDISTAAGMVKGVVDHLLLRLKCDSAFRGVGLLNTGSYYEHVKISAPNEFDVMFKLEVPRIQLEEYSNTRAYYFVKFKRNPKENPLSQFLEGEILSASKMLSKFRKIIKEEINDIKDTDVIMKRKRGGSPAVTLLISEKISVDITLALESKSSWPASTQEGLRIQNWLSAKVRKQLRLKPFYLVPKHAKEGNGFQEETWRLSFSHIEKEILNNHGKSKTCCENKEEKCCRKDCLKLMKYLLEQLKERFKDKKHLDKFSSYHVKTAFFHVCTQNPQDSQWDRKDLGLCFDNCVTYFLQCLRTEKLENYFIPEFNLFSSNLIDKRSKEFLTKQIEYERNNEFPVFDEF
NPYLR7 agonist: activates Aedes aegypti NPYLR7 receptor; actives 0.15% (n = 270,000); HEK293T NPYLR7/Galpha15, GCaMP6s calcium fluorescence; activation, % at 10 µM; in the data active = activation above about 40%;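 also: 0% = vehicle and 100% = reference agonist at the receptor; some compounds past the cut are filed as inactive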
* marks the source's active call; other numbers are inactive results; x = not tested or not shown; & = joins results of further samples. Rule as the data show it, unless noted: active = inhibition above about 40%; inactive = the rest. These rows are one share of the data, so the mix of outcomes need not match the whole.

| SMILES | mcGAS lum | hcGAS inh | NPYLR7 agonist |
| --- | --- | --- | --- |
| CC(CO)NC(=O)C1C=C2c3cccc4[nH]cc(c34)C[C@H]2N(C)C1 (stereo partly drawn) | x | 1&-1 | -5&0 |
| O=C(c1cc(F)ccc1F)C1CCCN(Cc2ccsc2)C1 (stereo not drawn) | -15 | -7 | 13 |
| CC(C)(C#N)P(=S)(c1ccccc1)c1ccccc1 | x | -5 | -5 |
| Cn1cc(C(=O)C(=O)N[C@H]2CN3CCC2CC3)c2ccccc21 | x | 3 | -10 |
| CC(C)(C)c1nn(-c2ccc(F)cc2)c2c1C(c1ccsc1)SCC(=O)N2CC(=O)NC1CC1 (stereo not drawn) | -8 | -4 | 3 |
| C=C/C=C\CC1=C[C@@H](OC(=O)[C@@H]2[C@@H](C=C(C)C)C2(C)C)CC1=O | x | -3 | -1 |
| CN1CCN2CCN(C(=O)c3ccc(N)nc3)CC2C1=O (stereo not drawn) | x | -7 | 5 |
| CC(C)(C)c1nn(-c2cccc(Cl)c2)c2c1C(c1ccsc1)SCC(=O)N2CC(=O)N1CCCC1 (stereo not drawn) | -5 | -4 | 15 |
| C[C@H]1CC[C@@H]2[C@@H](C)[C@H]3[C@H](C[C@H]4[C@@H]5CC=C6C[C@@H](O[C@@H]7O[C@H](CO)[C@H](O)[C@H](O[C@@H]8O[C@H](CO)[C@@H](O)[C@H](O)[C@H]8O)[C@H]7O[C@@H]7O[C@@H](C)[C@H](O)[C@@H](O)[C@H]7O)CC[C@]6(C)[C@H]5CC[C@]34C)N2C1 | x | 0 | 7 |
| CC1ON=C(c2cccnc2)N(Cc2cccc(F)c2)C1=O (stereo not drawn) | x | -4 | 16 |
| c1cc2c(cc1[C@H]1CN(CC3CCC3)[C@@H]3C4CCN(CC4)[C@H]13)OCO2 | -4 | 0 | x |
| CC1CCCCN1CCCNC(=O)C(C1CCCC1)N1CCN(C(=O)COc2ccccc2)CC1 (stereo not drawn) | -4 | -5 | -4 |
| O=C(Cc1ccc(F)cc1)N1CCN(Cc2cc(=O)c(OCc3ccc(C(F)(F)F)cc3)co2)CC1 | 3 | 3 | -8 |
| CN1C2CCC1CC(OC(=O)c1ccc(Cl)cc1)(C(=O)O)C2 (stereo not drawn) | x | -2 | 1 |
| CC(C)CNC(=O)CN1CC=C(c2noc(C3CCC3)n2)CC1 | -5 | -11 | x |
| COCC#CCN1CCCCC1c1cccnc1 (stereo not drawn) | -5 | -5 | 0 |
| CCN1C[C@]2(COC)CC[C@H](O)[C@]34C1[C@](O)([C@@H](OC)[C@H]23)[C@@]1(O)C[C@H](OC)[C@H]2C[C@@H]4[C@@H]1[C@H]2OC | -6 | -10 | 10 |
| C[C@@H]1O[C@@H](O[C@H]2CC[C@]3(C=O)C4CC[C@]5(C)[C@@H](C6=CC(=O)OC6)CC[C@]5(O)[C@@H]4CC[C@]3(O)C2)[C@H](O)[C@H](O)[C@H]1O (stereo partly drawn) | -4 | -5 | 2 |
| CC(Cn1ccnc1)NCc1csc2c1CCCC2 (stereo not drawn) | x | -5 | 1 |
| COc1cc([C@@H]2c3cc4c(c(O)c3C[C@H]3COC(=O)[C@@H]32)OCO4)cc(OC)c1OC | -5 | -2 | -5 |
| COC(=O)C1C(=N)OC(C)=C(C(C)=O)C12C(=O)Nc1ccc(Br)cc12 (stereo not drawn) | 2 | 0 | 2 |
| Oc1cccc2ccc(CN3CCC4(CCNCC4)C3)nc12 | x | 0 | 12 |
| CCCC12CN3CC(C)(CN(C1)C3(C)CC)C2=O (stereo not drawn) | x | -7 | 2 |
| Fc1ccc(C(OCCN2CCN(CCCc3ccccc3)CC2)c2ccc(F)cc2)cc1 | -2 | -6&1 | -4&0 |
| C[C@]12CCC3C(CC[C@H]4CC(=O)CC[C@]34C)C1CCC2=O (stereo partly drawn) | x | 4 | -22 |
| CCN(CC)P(=O)(NC(=O)c1cccn1C)N(CC)CC | x | 3 | -3 |
| COc1ccc([C@H]2Oc3c(I)c(OC)cc(OC)c3C[C@@H]2O)cc1OC | x | -2 | -7 |
| COc1ccc(-c2noc(CNC(C)Cc3ccccn3)n2)cc1 (stereo not drawn) | x | -7 | 8 |
| N#CC(C#N)=Cc1ccc(Cl)cc1Cl | x | -3 | 19 |
| Cc1ccc(OCC(=O)N2CCN(Cc3cc(=O)n4ccsc4n3)CC2)c(Br)c1 | -6 | -3 | 3 |
| Cc1cc(CN2CCCN(C(=O)Cc3ccc(Cl)cc3Cl)CC2)no1 | x | -7 | -3 |
| C[C@@H]1O[C@H](C[N+](C)(C)C)CS1 | -2 | 1 | 35 |
| Cc1ccc(Cn2cccc(C(=O)Nc3ccc(S(N)(=O)=O)cc3)c2=O)cc1 | x | 2 | 14 |
| C/C=C/c1ccc2c(c1)OCO2 | x | -6&-5 | -4&-1 |
| C[C@]12Cc3conc3CC1CCC1C2CC[C@@]2(C)C1CC[C@]2(C)O (stereo partly drawn) | 0 | 7 | x |
| CCC(C)[C@H]1O[C@]2(C=C[C@@H]1C)C[C@@H]1C[C@@H](C/C=C(\C)[C@@H](OC3C[C@H](OC)C(O[C@H]4C[C@H](OC)[C@@H](O)[C@H](C)O4)[C@H](C)O3)[C@@H](C)/C=C/C=C3\CO[C@@H]4[C@H](O)C(C)=C[C@@H](C(=O)O1)[C@]34O)O2 (stereo partly drawn) | x | 4 | -13 |
| COc1ccc(C=C[N+](=O)[O-])cc1 | 15 | -5 | 19 |
| Cc1ccc2c(c1)c1ncnc3c1n2-c1cc(C#N)c(C#N)cc1S3 | -3 | 5 | 4 |
| Cc1ncc(CN2[C@@H]3CC[C@H]2CNC(=O)C3)[nH]1 | x | -2 | -3 |
| COCC(=O)Nc1ccc(N(C)C2CCN(C)CC2)c(CN(CC(C)C)C(=O)c2ccc(OC)cc2)c1 | -5 | -8 | 34 |

Sorted by formula weight (low to high): some entries from above.
| SMILES | mcGAS lum | hcGAS inh | NPYLR7 agonist |
| --- | --- | --- | --- |
| C/C=C/c1ccc2c(c1)OCO2 | x | -6&-5 | -4&-1 |
| COc1ccc(C=C[N+](=O)[O-])cc1 | 15 | -5 | 19 |
| COCC(=O)Nc1ccc(N(C)C2CCN(C)CC2)c(CN(CC(C)C)C(=O)c2ccc(OC)cc2)c1 | -5 | -8 | 34 |
| CCC(C)[C@H]1O[C@]2(C=C[C@@H]1C)C[C@@H]1C[C@@H](C/C=C(\C)[C@@H](OC3C[C@H](OC)C(O[C@H]4C[C@H](OC)[C@@H](O)[C@H](C)O4)[C@H](C)O3)[C@@H](C)/C=C/C=C3\CO[C@@H]4[C@H](O)C(C)=C[C@@H](C(=O)O1)[C@]34O)O2 (stereo partly drawn) | x | 4 | -13 |

(more compounds)
| SMILES | mcGAS lum | hcGAS inh | NPYLR7 agonist |
| --- | --- | --- | --- |
| C[C@]12CCC(=O)C=C1CC[C@@H]1[C@@H]2C(=O)C[C@]2(C)C(=O)CC[C@@H]12 | -7 | -1 | 14 |
| COC(=O)[C@@H]1[C@H](C(=O)OC)C2(c3ccccc3)NC1(c1ccccc1)[C@H](C(=O)OC)[C@@H]2C(=O)OC | x | -4 | 2 |
| O=S(=O)(c1ccccc1)N1C2Cc3ccccc3C21 (stereo not drawn) | x | 3 | -3 |
| O=S(=O)(c1cccc(Br)c1)N1CCN(CCOC(c2ccc(Cl)cc2)c2ccc(Cl)cc2)CC1 | -9 | -3 | 31 |
| COCc1ncc(CN2CCN(C)C3(CCN(C)CC3)C2)cn1 | x | -5 | 6 |
| O=C1NC(=O)C(CCc2ccncc2)(CCc2ccncc2)C(=O)N1c1cccc(C(F)(F)F)c1 | -9 | -14 | 1 |
| COc1cccc(CN(C)CC(=O)Nc2ccc(C#N)c(Cl)c2)c1OC | x | -6 | -2 |
| COCCNC(C)c1nc2ccccc2c(=O)n1-c1cc(OC)cc(OC)c1Br (stereo not drawn) | x | -4 | 12 |
| C[C@@]12C[C@@H](c3ccoc3)OC(=O)[C@@H]1CC[C@]1(C)C2[C@H]2C=C[C@]1(O)C(=O)O2 (stereo partly drawn) | -3 | -3 | -2 |
| CCOC(=O)C(CCS(=O)(=O)F)(CCS(=O)(=O)F)C(=O)c1ccc([N+](=O)[O-])cc1 | -5 | -8 | -2 |
| CN(C/C=C/Cl)C1Cc2ccccc2C1 | x | -13 | 19 |
| O=C(NCCC1=CCCCC1)c1cn(CCN2CCCCC2)nn1 | -10 | -6 | 3 |
| O=C1CN=C(c2ccc(F)cc2)c2cc(F)ccc2N1 | x | 4 | -2 |
| N#Cc1ccc(S(=O)(=O)Nc2cc(F)cc(F)c2)cc1Cl | x | -16 | 11 |
| O=C(O)CCN1C[C@H](c2ccccc2)[C@@H]2[C@H]1C1CCN2CC1 | x | -9 | 13 |
| COc1cc(CNCC(C)c2cccc(Br)c2)cc(OC)c1OC (stereo not drawn) | x | -4 | 4 |
| CCCNC(=O)C(C)NC(=O)c1c(C)nn(Cc2ccc(C)cc2)c1C (stereo not drawn) | -12 | -5 | -1 |
| CCCCOP(=O)(OCCCC)C(C#N)C(C)=O (stereo not drawn) | -8 | -8 | 4 |
| OP(=S)(c1ccncc1)c1ccncc1 | x | -7 | 3 |
| CN1C(=C2C(=O)NC(=O)NC2=O)Sc2ccccc21 | x | -6 | 2 |
| COc1ccccc1[C@@H]1CN(C(=O)c2ccn(C)n2)[C@@H]2C3CCN(CC3)[C@@H]21 | x | -4 | 9 |
| c1cc2c(cc1-c1ccc3c(c1)OCCO3)CNCC2 | -11 | -5 | 5 |
| CC(Cc1ccccn1)NC1CCN(c2ccc(C(=O)N3CCc4ccccc4C3)cc2)CC1 (stereo not drawn) | -26 | -3 | -3 |
| CC(O)(CS(=O)(=O)c1ccc(F)cc1)C(=O)Nc1ccc(C#N)c(C(F)(F)F)c1 (stereo not drawn) | x | -2&-5 | 1&-7 |
| O=C(Nc1cccc(Cl)c1)C(C1CCCC1)N1CCN(C(=O)Cc2cccs2)CC1 (stereo not drawn) | -5 | -3 | -1 |
| O=C1OCC2CC12c1ccc(F)cc1 (stereo not drawn) | x | 1 | 1 |
| Cc1ccc(C(C)NC(=O)Nc2ccc(C#N)c(Cl)c2)o1 (stereo not drawn) | x | -13 | 1 |
| Cc1ccn2nc(S(=O)(=O)Nc3c(F)cccc3F)nc2n1 | x | 2 | 8 |
| CC(C)CC(N(C)C)C1(c2ccc(Cl)cc2)CCC1 (stereo not drawn) | x | -3&-3&-3&0 | -3&-14&-2 |
| CCOC(=O)C(=O)N1C[C@H](C(=O)OCC)[C@H]2c3ccccc3N(CCOC(C)=O)C(=O)[C@]21C | -8 | -5 | 0 |
| N#CC(O[C@@H]1O[C@H](CO[C@@H]2O[C@H](CO)[C@@H](O)[C@H](O)[C@H]2O)[C@@H](O)[C@H](O)[C@H]1O)c1ccccc1 (stereo partly drawn) | -5 | -3 | x |
| Cc1c(C(=O)c2cccc3ccccc23)c2cccc3c2n1[C@H](CN1CCOCC1)CO3 | -1 | 2 | 2 |
| N#CC(C#N)=Cc1ccc(F)cc1 | x | -4 | 2 |
| C[C@H]1CNCCc2ccc(Cl)cc21 | -12 | -12 | 6 |
| CCCC[N+]12C3CC(C(CC)[C@H]1O)[C@@H]1C(O)C4(C[C@@H]12)c1ccccc1N(C)C34 (stereo partly drawn) | -2 | -2 | 3 |
| C[C@]12CCCCC1CCC1C2CC[C@@]2(C)C1CC[C@@]2(O)CN1CC1 (stereo partly drawn) | 2 | 12 | x |
| O=C(COc1ccc(F)cc1)N1CCN(Cc2cccc(-c3noc(-c4cccs4)n3)c2)CC1 | 2 | 3 | 7 |
| COc1ccc(-n2cc(C3=CCN(Cc4nc(C)cc(C)n4)CC3)cn2)cc1 | x | -1 | 2 |
| COc1ccc(C(O)c2cc(OC)ccc2OP(=O)(N(C)C)N(C)C)cc1 (stereo not drawn) | x | 7 | -7 |

Compounds above that have a CF3 group, in the order listed:
| SMILES | mcGAS lum | hcGAS inh | NPYLR7 agonist |
| --- | --- | --- | --- |
| O=C(Cc1ccc(F)cc1)N1CCN(Cc2cc(=O)c(OCc3ccc(C(F)(F)F)cc3)co2)CC1 | 3 | 3 | -8 |
| O=C1NC(=O)C(CCc2ccncc2)(CCc2ccncc2)C(=O)N1c1cccc(C(F)(F)F)c1 | -9 | -14 | 1 |
| CC(O)(CS(=O)(=O)c1ccc(F)cc1)C(=O)Nc1ccc(C#N)c(C(F)(F)F)c1 (stereo not drawn) | x | -2&-5 | 1&-7 |

Retrieved by compound from the entries so far:
| SMILES | mcGAS lum | hcGAS inh | NPYLR7 agonist |
| --- | --- | --- | --- |
| C[C@]12CCCCC1CCC1C2CC[C@@]2(C)C1CC[C@@]2(O)CN1CC1 (stereo partly drawn) | 2 | 12 | x |
| CCCC[N+]12C3CC(C(CC)[C@H]1O)[C@@H]1C(O)C4(C[C@@H]12)c1ccccc1N(C)C34 (stereo partly drawn) | -2 | -2 | 3 |
| O=C(COc1ccc(F)cc1)N1CCN(Cc2cccc(-c3noc(-c4cccs4)n3)c2)CC1 | 2 | 3 | 7 |
| N#CC(C#N)=Cc1ccc(F)cc1 | x | -4 | 2 |

Assay outcomes deposited in PubChem by Fisher Drug Discovery Resource Center.
